TRPC4 PAM: positive allosteric modulators of TRPC4, primary screen, cell-based, mouse TRPC4beta, HEK293 mu-opioid, Fluo-4 calcium; actives 0.42% (n = 310,000); DAMGO EC20, Fluo-4 Ca2+ flux; hits give high values; Short transient receptor potential channel 4 (Mus musculus), Q9QUQ5; B-score at 10 µM;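 active = B-score of calcium response area above 5 SD of library B-scores, with initial fluorescence ratio within 5 SD of library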;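 note: B-score of integrated fluorescence ratio over time as area under calcium response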
KCNQ1 act: potentiators or activators of KCNQ1 channel, primary screen, cell-based, thallium flux, high-throughput; B-score at 10 µM; CHO-K1 KCNQ1, thallium flux FluxOR fluorescence; hits give high values; actives 0.35% (n = 310,000); AID 2648, 2010;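 active = fluorescence ratio B-score, a plate-corrected score, at least three library SD, with initial intensity B-score within 5 SD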
Target sequence (P51787 whole entry, looked up): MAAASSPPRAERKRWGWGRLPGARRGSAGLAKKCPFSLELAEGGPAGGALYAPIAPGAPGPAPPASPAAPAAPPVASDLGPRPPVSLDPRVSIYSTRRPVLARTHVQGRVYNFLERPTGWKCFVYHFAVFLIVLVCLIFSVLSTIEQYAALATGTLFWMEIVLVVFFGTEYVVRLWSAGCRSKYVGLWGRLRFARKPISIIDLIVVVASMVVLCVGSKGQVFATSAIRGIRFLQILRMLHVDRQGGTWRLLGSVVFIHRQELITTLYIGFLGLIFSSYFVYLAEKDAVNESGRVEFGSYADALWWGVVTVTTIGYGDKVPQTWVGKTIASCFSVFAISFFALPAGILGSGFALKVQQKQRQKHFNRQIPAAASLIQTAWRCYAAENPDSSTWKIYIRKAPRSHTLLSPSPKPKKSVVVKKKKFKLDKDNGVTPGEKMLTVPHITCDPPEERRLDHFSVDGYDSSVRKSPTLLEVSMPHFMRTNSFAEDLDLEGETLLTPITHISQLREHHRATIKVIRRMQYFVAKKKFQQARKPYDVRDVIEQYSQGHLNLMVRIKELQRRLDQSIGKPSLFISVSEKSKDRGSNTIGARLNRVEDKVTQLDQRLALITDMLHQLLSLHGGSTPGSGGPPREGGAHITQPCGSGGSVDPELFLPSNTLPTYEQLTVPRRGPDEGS
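Assay system: CHO-K1 cells stably expressing KCNQ1. Medium: assay buffer for compound exposure, DMSO matched across wells. Timing: 37 °C overnight plating, 90-min dark dye load, 20-min compound pretreatment. Signal: kinetic FluxOR fluorescence, 10 s baseline plus 110 s post-stimulus.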
hERG rescue: hERG rescue from dofetilide block, primary screen, cell-based, CHO-hERG, FluxOR thallium flux, dofetilide IC70; Voltage-gated inwardly rectifying potassium channel KCNH2 (Homo sapiens), Q12809; dofetilide IC70 present; activation (rescue from dofetilide block), less the hit threshold, % at 10 µM; actives 0.51% (n = 310,000); AID 1511, 2009;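 active = activation above the mean of controls blocked by dofetilide plus 5 SD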;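 note: thallium influx through hERG after potassium depolarization seen as dye fluorescence rise; in these data hits start at about 4.7%; inactives centre near -7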
DYRK1A inh: rat Dyrk1A kinase inhibitors, primary screen, biochemical, single point, plate reader | ADP-Glo luminescence, NFATc1 peptide | Dual specificity tyrosine-phosphorylation-regulated kinase 1A (Rattus norvegicus), Q63470 | inhibition, % at 12.5 µM | actives 0.43% (n = 310,000); in the data active = inhibition above about 50%;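 note: plate controls were vehicle with enzyme for no effect and no enzyme for full effect; many of its hits are not listed in these tables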
KCNK9 block: KCNK9 potassium channel inhibitors, primary screen, HEK293 cells, thallium flux | FluxOR thallium flux fluorescence; hits give low values | AID 488922, 2010 | B-score at 10 µM | actives 1.2% (n = 310,000) | Potassium channel subfamily K member 9 (Homo sapiens), Q9NPC2;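 active = ratio B-score over 3 SD below the library mean, with starting fluorescence within 5 SD of its mean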;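 note: negative B-score means less thallium flux so channel inhibition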
Target sequence (Q9NPC2 whole entry, looked up): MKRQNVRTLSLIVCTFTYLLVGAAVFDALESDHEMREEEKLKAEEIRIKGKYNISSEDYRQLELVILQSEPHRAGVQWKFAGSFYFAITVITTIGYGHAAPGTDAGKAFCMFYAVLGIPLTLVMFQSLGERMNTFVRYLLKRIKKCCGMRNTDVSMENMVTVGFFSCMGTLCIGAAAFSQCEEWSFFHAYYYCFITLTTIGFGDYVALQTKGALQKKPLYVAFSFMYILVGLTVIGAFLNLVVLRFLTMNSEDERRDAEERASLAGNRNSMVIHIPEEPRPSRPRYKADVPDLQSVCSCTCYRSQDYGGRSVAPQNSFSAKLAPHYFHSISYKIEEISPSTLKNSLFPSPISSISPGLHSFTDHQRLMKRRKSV
KCNQ1 inh: inhibitors of human KCNQ1 channel, primary screen, cell-based, thallium flux, high-throughput | CHO-K1 KCNQ1, FluxOR thallium flux fluorescence; hits give high values | B-score at 10 µM | actives 1.3% (n = 310,000);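 active = compounds whose thallium flux B-score, printed positive for inhibition, exceeds three library SD while starting fluorescence stays within three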;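 note: channel opened by potassium depolarization with thallium stimulus after 20 min compound exposure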
TRPC4 inh: inhibitors of mouse TRPC4 channel, primary screen, Fluo4 calcium, HEK293 TRPC4beta/mu-opioid cells; DAMGO-evoked Fluo4 calcium flux; hits give low values; B-score at 10 µM; actives 0.39% (n = 300,000); Short transient receptor potential channel 4 (Mus musculus), Q9QUQ5;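 active = B-score over 3 SD under the library average, no early fluorescence shift, positive overall ratio signal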
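Assay system – HEK293 line stably carrying TRPC4beta and mu-opioid receptor · Doses – single dose · Detection – Fluo4 calcium-dye fluorescence, kinetic read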
PolyA inhibitor: polyadenylation inhibitors in yeast reporter cells, primary screen, luminescence, S. cerevisiae; S. cerevisiae SKY197-pL101 polyadenylation reporter, beta-gal luminescence; efflux-impaired pdr1/pdr3 knockout yeast; score 100 = 6 SD above DMSO; calls only at 12 µM; actives 0.02% (n = 300,000);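 active = lowest replicate activity score at least 50, where 100 means six control SD above control mean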;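 note: yeast exposed to compound for 9 h at 30 °C; higher score means more reporter readthrough which indicates perturbed polyadenylation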
Platelet DG rel: inhibitors of platelet dense granule secretion, primary screen, cell-based, MLPCN, human platelets | human platelet-rich plasma, SFLLRN dense granule ATP release, luminescence | inhibition, %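 (compounds screened at 7.5 µM in platelet-rich plasma)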 | actives 0.22% (n = 300,000) | AID 1663, 2009;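 active = mean replicate score, as percent of positive control, at or above 50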
KCNK3 inh: human KCNK3 channel inhibitors, primary screen, CHO cells, FluxOR thallium flux, B-score; Potassium channel subfamily K member 3 (Homo sapiens), O14649; FluxOR fluorescence; hits give low values; B-score at 10 µM; AID 602410, 2012; actives 0.84% (n = 340,000);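 active = B-score under library mean minus 4 SD, starting fluorescence ratio at most library mean plus 5 SD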;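 note: more negative B-score means stronger inhibition of thallium flux through KCNK3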
TRPC4 act: activators of mouse TRPC4 channel, primary screen, Fluo4 calcium, HEK293 TRPC4beta/mu-opioid cells | B-score at 10 µM | AID 2237, 2010 | Fluo4 calcium fluorescence; hits give high values | actives 0.49% (n = 310,000);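 active = B-score above 5 SD of library B-scores, and initial fluorescence ratio not above library mean plus 5 SD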;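 note: positive B-score marks a calcium rise read as TRPC4 activation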
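Incubation: 45 min room-temperature Fluo4 loading, 110 s read / System: HEK293 cells stably co-expressing mouse TRPC4beta and mu-opioid receptor / Signal: Fluo4 fluorescence, kinetic / Control set: buffer (low) and maximal DAMGO (high) / Measure: integrated baseline-normalised fluorescence ratio, converted to per-well B score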
* = called active by the depositor; i = inactive; / = not tested or not shown. Not all compounds are listed, so the mix of outcomes need not match the whole.

SMILES	TRPC4 PAM	KCNQ1 act	hERG rescue	DYRK1A inh	KCNK9 block	KCNQ1 inh	TRPC4 inh	PolyA inhibitor	Platelet DG rel	KCNK3 inh	TRPC4 act
Cc1ccc(S(=O)(=O)N(C)c2cc(S(=O)(=O)Nc3ccncc3)c(C)cc2C)cc1	i	i	-6	-3	i	i	i	i	-2	i	i
CCCCCCCCNc1ncnc2ccccc12	i	i	-36	2	i	9*	i	i	-3	i	i
COc1ccc(C(=O)O)cc1NCc1ccc(C)s1	i	i	-9	4	i	i	i	i	-14	i	i
CCOC(=O)N1CCN(C(=O)c2ccc(Cl)nc2)CC1	i	i	-8	-1	i	i	i	i	-27	i	i
CC1=Nc2cc(C(=O)NCC3CCCO3)ccc2Sc2ccc(Br)cc21 (configuration not stated)	i	i	-9	3	i	i	i	i	-2	i	i
CCc1nnc(NC(=O)CSc2ccc(Cl)cc2)s1	i	i	-2	-2	i	i	i	i	8	i	i
COCCn1c(SCC(=O)Nc2ccccc2C(F)(F)F)nc2ccccc2c1=O	i	i	-3	-1	i	i	i	i	-2	i	i
CC(C)CC(=O)Nc1nnc(SCC(=O)NCC2CCCO2)s1 (configuration not stated)	i	i	-7	/	i	i	i	i	1	i	i
CC1CCCCC1n1c(-c2cccnc2)n[nH]c1=S (configuration not stated)	i	i	-8	-3	i	i	i	i	3	i	i
CCN(CC)c1nc(N(CC)CC)[nH]c(=O)n1	i	i	-7	2	i	i	i	i	5	i	i
CCOc1ccccc1/C=C/c1onc(C)c1S(=O)(=O)N1CCC(C(=O)NC(C)(C)C)CC1	i	i	-10	/	i	i	i	i	-11	i	i
COc1ccc(O)c(C(=O)c2cc(C#N)c(=O)n(CC3CCCO3)c2)c1 (configuration not stated)	i	i	-12	8	i	i	i	i	2	i	i
O=C(O)c1nccnc1C(=O)N1CCN(c2ccccc2)CC1	i	i	-3	0	i	i	i	i	-4	i	i
COC(=O)c1ccc(COC(=O)c2cc3ccccc3oc2=O)cc1	i	i	1	-5	i	i	i	i	-1	i	i
COc1ccc(NC(=O)CN(c2c(C)cccc2C)S(C)(=O)=O)cc1	i	i	-13	/	i	i	i	i	-6	i	i
CCOC(=O)C1CCCN(C(=O)Cn2cccc2C(=O)c2ccccc2)C1 (configuration not stated)	i	i	-5	-6	i	i	i	i	-2	i	i
COc1cc(NS(=O)(=O)c2ccc3c(c2)oc(=O)n3C)cc(OC)c1OC	i	i	-9	5	i	i	i	i	10	i	i
Cc1oc2c(c1C(=O)NCc1ccccc1)CCCC2	i	i	-8	-6	i	i	i	i	-8	i	i
C=CCOc1ccc(/C=C/C(=O)OCC(=O)N(C)CC(=O)Nc2ccccc2Cl)cc1	i	i	-14	11	i	i	i	i	-6	i	i
O=C(CSc1nc2ncccc2[nH]1)NCc1ccco1	i	i	-10	7	i	i	i	i	-5	i	i
Cc1c(C(=O)Nc2ccc(S(=O)(=O)N(C)C3CCN(C)CC3)cc2)oc2c(Cl)cccc12	i	i	-17	11	i	i	i	i	-20	i	i
COC(=O)Nc1ccc(S(=O)(=O)N2CCCC(C(=O)N3CCN(C)CC3)C2)cc1 (configuration not stated)	i	i	-10	2	i	i	i	i	-3	i	i
CCCCCCCSc1nc(N)cc(=O)[nH]1	i	i	-8	0	i	i	i	i	-6	i	i
Cc1cnn(CCC(=O)NNC(=S)Nc2ccccc2)c1	i	i	-14	0	i	i	i	i	2	i	i
COCCn1nnnc1C(c1cccc(C(F)(F)F)c1)N1CCN(Cc2ccccc2)CC1 (configuration not stated)	i	i	-8	-1	i	i	i	i	-2	i	i
CCN1CCN(c2ccc(S(=O)(=O)N3CCCCC3)cc2NC(=O)c2ccc(C)o2)CC1	i	i	-10	3	i	i	i	i	6	i	i
O=c1[nH]c2ccccc2nc1/C=C/c1ccc(Cl)cc1	i	i	-9	-4	i	i	i	i	-3	i	i
O=C(CCCOc1ccc(Cl)cc1Cl)NCCCO	i	i	-8	2	i	i	i	i	-12	i	i
Cc1cc(C)cc(NC(=S)N2CCN(CCO)CC2)c1	i	i	-11	-3	i	i	i	i	-1	i	i
C1CN(c2nc(N3CCOCC3)nc(N3CCOCC3)n2)CCO1	i	i	-6	/	i	i	i	i	-10	/	i
COC(=O)c1ccc(COc2ccccc2/C=C(\C#N)C(=O)Nc2c(C)cc(C)cc2C)cc1	i	i	-16	0	-16*	i	i	i	-3	i	i
CC(=O)O[C@@H]1[C@@H](O)[C@@H](O)[C@H](Oc2c(-c3ccc(O)cc3)oc3c(CC=C(C)C)c(O)cc(O)c3c2=O)O[C@H]1C	i	i	-38	/	i	6*	i	i	-1	/	i
CC/C(Cc1ccccc1)=N/NC(=O)CNC(=O)c1ccc(Cl)cc1Cl	i	i	-6	0	i	i	i	i	0	i	i
O=S(=O)(N1CCCCCC1)N1CCN(S(=O)(=O)N2CCCCC2)CC1	i	i	-14	0	i	i	i	i	-5	i	i
CCOc1ccc(-c2nc(N)ncc2-c2ccc(OC)cc2)c(O)c1	i	i	-5	5	i	i	i	i	11	i	i
COc1ccccc1NC(=O)Cc1ccc(-c2ccccc2)cc1	i	i	-2	-1	i	i	i	i	0	i	i
COc1ccc(-c2ccc3sc4ccccc4c(=O)c3c2)cn1	i	i	-12	1	i	i	i	i	14	i	i
COC(=O)c1ccccc1NC(=O)c1cc(OC)cc(OC)c1	i	i	-7	-1	i	i	i	i	-1	i	i
Cc1ccccc1NC(=O)c1ccc(Nc2c([N+](=O)[O-])cc([N+](=O)[O-])c3ccccc23)cc1	i	i	-8	-5	i	i	i	i	-4	i	i
COc1cc(Br)cc(C2C3=C(CCCC3=O)N(c3ccc(F)cc3)C3=C2C(=O)CCC3)c1O	70*	i	-10	-2	i	i	i	i	-2	i	i
Cc1ccc(S(=O)(=O)N2CCN(C(=O)c3ccc(-n4cncn4)c([N+](=O)[O-])c3)CC2)cc1C	i	i	-10	11	i	i	i	i	7	i	i
Cc1cccc(N(CC(=O)N2CCN(c3ccc(F)cc3)CC2)S(C)(=O)=O)c1C	i	i	-7	-3	i	i	i	i	0	i	i
COc1c(/C=N/Nc2ccc(C(=O)O)cc2)c(CCN(C)C(C)=O)cc2c1OCO2	i	i	-14	-2	i	i	i	i	0	i	i
NS(=O)(=O)c1ccc(CNC(=S)NC2CC2)cc1	i	i	-9	-1	i	i	i	i	-3	i	i
O=C(O)c1ccc(Cl)c(S(=O)(=O)Nc2ccc3[nH]c(=O)[nH]c3c2)c1	i	i	-10	1	i	i	i	i	5	i	i
CCN1/C(=C/C=C/c2oc3ccc(-c4ccccc4)cc3[n+]2CC)Oc2ccc(-c3ccccc3)cc21	i	i	-1	-1	i	i	i	i	4	i	i
CCOC(=O)C1(CCc2ccccc2)CCN(C(=O)CCn2cnnn2)CC1	i	i	-7	1	i	i	i	i	6	i	i
CCOC(=O)N1CCN(C(=O)COCc2cc(-c3ccc4c(c3)OCO4)on2)CC1	i	i	-8	6	i	i	i	i	-2	i	i
COc1ccccc1C(=O)NNC(=O)CCN1C(=O)/C(=C\c2ccccc2)SC1=S	i	i	-9	1	i	i	i	i	0	i	i
O=[N+]([O-])c1ccc(S(=O)(=O)CC2CSc3nc4ccccc4n32)cc1 (configuration not stated)	i	i	-1	-4	i	i	i	i	-2	i	i
Going on with the list.
SMILES	TRPC4 PAM	KCNQ1 act	hERG rescue	DYRK1A inh	KCNK9 block	KCNQ1 inh	TRPC4 inh	PolyA inhibitor	Platelet DG rel	KCNK3 inh	TRPC4 act
O=C(NNC(=O)c1csc(-c2cccnc2)n1)Nc1ccc(Cl)cc1	i	i	-7	/	i	i	i	i	9	i	i
CC(C)N1CCC(N2CCN(Cc3cccc4nonc34)CC2CCO)CC1 (configuration not stated)	i	i	-8	5	i	i	i	i	44	i	i
O=C(CSc1nnc(-c2cccnc2)s1)Nc1ccccc1	i	i	-9	3	i	i	i	i	-3	i	i
O=C(NC1CCCC1)C(c1ccsc1)N(Cc1ccco1)C(=O)Cc1cccs1 (configuration not stated)	i	i	-7	6	i	i	i	i	-13	i	i
Cc1ccccc1Nc1nc(N)nc(CSc2nnc3ccccn23)n1	i	i	-12	0	i	i	i	i	13	i	i
CCCn1c(SCC(=O)NCC)nc2sc3c(c2c1=O)CCC3	i	i	-1	2	i	i	i	i	-3	i	i
O=C(NC1CCN(Cc2ccccc2)CC1)c1cc(Br)c(Br)[nH]1	i	i	-13	/	i	i	i	i	5	i	i
COc1ccc(N2CCN(C(=O)C3CCCO3)CC2)cc1 (configuration not stated)	i	i	-12	-4	i	i	i	i	-24	i	i
Cc1cc(C)nc(NC(=O)Cc2ccc(Cl)cc2)c1	i	i	-2	4	i	i	i	i	-7	i	i
Cc1cc(O)ccc1C1(c2ccc(O)cc2C)OC(=O)c2ccccc21	i	i	-2	27	-13*	i	i	i	3	i	i
Cc1ccc(S(=O)(=O)NCC(C)NC(=O)CN2CCOCC2)cc1 (configuration not stated)	i	i	-3	-8	i	i	i	i	-1	i	i
C=CC[N+]1(CC#Cc2ccccc2)CCCC1	i	i	-7	-7	i	i	i	i	-6	i	i
CC(=O)Nc1cccc(NC(=O)C(C)N2c3cccc4cccc(c34)S2(=O)=O)c1 (configuration not stated)	i	i	-12	3	i	i	i	i	-7	i	i
CCn1c(SCC(=O)c2ccc(F)cc2)nnc1-c1ccoc1C	i	i	-11	-1	i	i	i	i	-12	i	i
CCN(C(=O)CSc1nc2ccccc2c(=O)n1-c1cccc(C)c1)C1CCS(=O)(=O)C1 (configuration not stated)	i	i	-15	-5	i	i	i	i	-2	-11*	i

Source: PubChem (several laboratories)
